Bcl-xL primary – blocks human Bcl-xL binding to Bim BH3 peptide | inhibition, % at 10.9 µM | GST-Bcl-xL / FITC-Bim BH3 peptide fluorescence polarization | 320,000 tested, 0.7% active;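 active = inhibition above the mean of all tested compounds plus 3 SD, cutoff set per campaign, cut at about 30% in these data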;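 note: 0% = DMSO wells and 100% = unlabeled Bim-BH3 peptide competitor; inhibitors lower millipolarization by displacing the labeled peptide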
AHR activator – activates the human aryl hydrocarbon receptor; P35869; AHR-responsive luciferase reporter cells, luminescence; activation, % at 5 µM; 320,000 tested, 2.5% active; in the data active = activation above about 47%;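 note: 0% = vehicle wells and 100% = reference agonist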
MEX-5 binding – C. elegans MEX-5 TCR-2 RNA binding activity; activity score (negative = inhibition of binding), % at 10 µM; Q9XUB2; MEX-5/FITC-TCR2 RNA binding, fluorescence polarization; active compounds read low; 300,000 tested, 0.38% active;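 active = inhibition past about -25% in most replicates, and total fluorescence under double the plate's negative control median, limit read from the data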;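 note: 0% = DMSO and -100% = 5 µM competing unlabeled TCR2 RNA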
Target sequence (Q9XUB2 whole entry, looked up): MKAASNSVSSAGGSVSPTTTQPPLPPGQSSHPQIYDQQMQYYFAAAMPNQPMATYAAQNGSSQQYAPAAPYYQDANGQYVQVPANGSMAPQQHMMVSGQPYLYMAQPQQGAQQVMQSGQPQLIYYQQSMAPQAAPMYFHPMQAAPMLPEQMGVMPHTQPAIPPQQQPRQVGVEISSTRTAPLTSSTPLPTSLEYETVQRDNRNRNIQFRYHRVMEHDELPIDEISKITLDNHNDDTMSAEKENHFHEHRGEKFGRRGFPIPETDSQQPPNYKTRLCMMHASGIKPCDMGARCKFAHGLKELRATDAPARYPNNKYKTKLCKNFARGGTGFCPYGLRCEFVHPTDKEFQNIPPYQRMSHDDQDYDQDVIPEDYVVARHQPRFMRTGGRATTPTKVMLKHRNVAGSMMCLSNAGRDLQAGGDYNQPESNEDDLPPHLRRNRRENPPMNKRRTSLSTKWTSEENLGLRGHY
GLD-1 TGE inh – GLD-1-TGE RNA interaction inhibition (C. elegans). purified GLD-1 + fluorescein TGE RNA, fluorescence polarization. inhibition, % at 5.96 µM. AID 2280. 320,000 tested, 0.44% active. Q17339;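 active = percent inhibition above a per-plate cutoff, the plate mean of test compounds plus 3 SD, cut at about 30% in these data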;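 note: 0% = DMSO wells with GLD-1 and probe and 100% = wells lacking GLD-1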
PME-1 primary – blocks human protein phosphatase methylesterase 1; Q9Y570; recombinant PME-1, FP-Rh probe fluorescence polarization; inhibition, % at 5.9 µM; 320,000 tested, 0.53% active;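 active = inhibition above the campaign mean of all compounds plus 3 SD, cut at about 26% in these data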;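 note: competitive labeling of PME-1 active site by serine hydrolase directed probe; 0% = PME-1 with DMSO and 100% = wells lacking PME-1 enzyme; inhibitors block probe labeling so polarization falls and inhibition rises; many of its hits are not listed in these tables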
Target sequence (Q9Y570 whole entry, looked up): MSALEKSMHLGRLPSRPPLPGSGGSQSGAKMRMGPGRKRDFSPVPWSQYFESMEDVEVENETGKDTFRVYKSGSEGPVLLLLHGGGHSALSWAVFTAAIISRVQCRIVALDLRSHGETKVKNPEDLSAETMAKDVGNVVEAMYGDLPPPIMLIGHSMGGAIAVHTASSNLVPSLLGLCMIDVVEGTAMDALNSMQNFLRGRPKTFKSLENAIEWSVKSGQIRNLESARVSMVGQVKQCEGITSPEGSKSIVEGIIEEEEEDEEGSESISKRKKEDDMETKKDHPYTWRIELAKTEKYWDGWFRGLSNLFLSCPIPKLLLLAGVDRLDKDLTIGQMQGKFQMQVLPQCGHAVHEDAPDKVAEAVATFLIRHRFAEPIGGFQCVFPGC
PAFAH1B2 FP inh – blocks human PAF acetylhydrolase 1b catalytic subunit 2; recombinant PAFAH1B2, FP-rhodamine activity probe, fluorescence polarization; AID 492953; inhibition, % at 3.39 µM; 340,000 tested, 1.2% active;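 active = inhibition above the mean of all tested compounds plus 3 SD, cut at about 24% in these data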;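 note: 0% = enzyme with DMSO and 100% = wells lacking PAFAH1B2; many of its hits are not listed in these tables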
Target sequence (P68402 whole entry, looked up): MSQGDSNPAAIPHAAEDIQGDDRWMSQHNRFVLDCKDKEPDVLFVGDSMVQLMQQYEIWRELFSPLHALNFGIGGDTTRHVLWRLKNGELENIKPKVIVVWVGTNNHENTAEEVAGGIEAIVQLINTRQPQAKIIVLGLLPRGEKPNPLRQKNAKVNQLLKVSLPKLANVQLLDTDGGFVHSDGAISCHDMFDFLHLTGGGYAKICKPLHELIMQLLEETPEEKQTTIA
Fam108B counter – Fam108B inhibition, counter-screen for RBBP9 inhibitors; AID 1947; recombinant Fam108B, FP-Rh probe fluorescence polarization; 300,000 tested, 0.33% active; inhibition, % at 9.51 µM;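 active = inhibition above the screen mean inhibition plus 3 SD, computed separately per campaign, cut at about 18% in these data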;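 note: inhibitors lower polarization as less probe binds the enzyme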
MCL1 BIM primary – inhibitors of human MCL1 binding to BIM-BH3 peptide | Q07820 | GST-MCL1 / FITC-Bim-BH3 fluorescence polarization | inhibition, % at 10.9 µM | 320,000 tested, 0.68% active | AID 2057;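 active = inhibition above the mean inhibition of all tested compounds plus 3 SD, set per campaign, cut at about 40% in these data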;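 note: 0% = DMSO wells and 100% = unlabeled Bim-BH3 peptide control; higher means more loss of mP so more displacement of Bim peptide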
pPAFAH inh – inhibitors of human plasma PAF acetylhydrolase (pPAFAH) | Q13093 | recombinant pPAFAH, FP-rhodamine probe fluorescence polarization | inhibition, % at 3.39 µM | 330,000 tested, 1.5% active;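 active = inhibition above the mean inhibition across the screen plus 3 SD, cut at about 25% in these data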;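 note: inhibitors block binding of the rhodamine activity-based probe so polarization drops; 0% = enzyme with DMSO and 100% = wells lacking pPAFAH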
Starred values were filed as active, the others as inactive; nt = not tested or not shown; & = joins results of further samples. The list is partial; count on the stated rates, not on these rows.

SMILES | Bcl-xL primary | AHR activator | MEX-5 binding | GLD-1 TGE inh | PME-1 primary | PAFAH1B2 FP inh | Fam108B counter | MCL1 BIM primary | pPAFAH inh
C[C@@H]1CC=C[C@H]2[C@H]1C(=O)N(Cc1ccccc1)[C@H]2c1ccc(-c2ccc(N(C)C)cc2)cc1F | -1 | 4 | 5.3 | 10 | -7 | -2 | -5 | -7 | 4
COc1ccccc1C(=O)Nc1ccc(S(=O)(=O)N2CCc3ccccc32)cc1 | 0 | -1 | 2.6 | 1 | -12 | 0 | -9 | 4 | -5
O=C(Cc1ccc(Br)cc1)Nc1ccc(Cl)cc1 | -1 | -1 | 0.3 | 9 | -5 | 3 | 4 | 1 | 4
Cn1c(=O)c2c(SCC(=O)NC3CCCC3)nc(CC(C)(C)C)nc2n(C)c1=O | 2 | -1 | 0.8 | 2 | 3 | 8 | 1 | 2 | 2
O=C(Nc1ccc(Br)cn1)c1ccc(Br)s1 | -2 | 40 | -0.1 | 3 | -5 | 4 | -10 | -1 | 1
CCCCOC(=O)CSc1nnc(-c2cc(OC)c(OC)c(OC)c2)o1 | 1 | -3 | 1.1 | -6 | 6 | -3 | 1 | 3 | 4
Cn1c(=O)[nH]c(=O)c2c1nc(N1CCCC1)n2CCCSc1nnnn1-c1ccccc1 | 3 | 2 | 1.4 | 0 | 2 | 4 | 9 | 14 | 2
CN(C)c1ccc(/C=C/C(=O)c2ccccc2O)cc1 | -4 | 9 | -1.8 | -16 | -5 | -12 | -5 | -21 | 2
Cc1ccc(N(Cc2ccc([N+](=O)[O-])cc2)C(=O)c2ccco2)cc1C | 2 | 2 | 2.4 | 10 | 2 | 6 | 1 | 2 | 5
CCn1nc(NC(=O)COC)c2cc3cc(C)ccc3nc21 | 0 | 9 | -0.1 | -3 | -3 | -1 | -4 | -19 | 8
CC(=O)c1sc(NC(=O)C=C(C)C)nc1C | 3 | 3 | 0.6 | 5 | -3 | -4 | -4 | 10 | 2
O=C(CCC(=O)OCC(F)(F)C(F)F)NCc1ccccc1 | 4 | 6 | 1.0 | 6 | 1 | 6 | -7 | 10 | 2

Single records (already shown). Order of screens: Bcl-xL primary	AHR activator	MEX-5 binding	GLD-1 TGE inh	PME-1 primary	PAFAH1B2 FP inh	Fam108B counter	MCL1 BIM primary	pPAFAH inh
`Cn1c(=O)c2c(SCC(=O)NC3CCCC3)nc(CC(C)(C)C)nc2n(C)c1=O` is entered as 2	-1	0.8	2	3	8	1	2	2
`O=C(Cc1ccc(Br)cc1)Nc1ccc(Cl)cc1` is entered as -1	-1	0.3	9	-5	3	4	1	4
`CC(=O)c1sc(NC(=O)C=C(C)C)nc1C` is entered as 3	3	0.6	5	-3	-4	-4	10	2
`O=C(Nc1ccc(Br)cn1)c1ccc(Br)s1` is entered as -2	40	-0.1	3	-5	4	-10	-1	1

Next section.
SMILES | Bcl-xL primary | AHR activator | MEX-5 binding | GLD-1 TGE inh | PME-1 primary | PAFAH1B2 FP inh | Fam108B counter | MCL1 BIM primary | pPAFAH inh
O=C(N/N=C/c1cc([N+](=O)[O-])ccc1O)c1ccncc1 | 7 | 12 | 0.8 | 2 | -1 | 2 | -5 | 5 | 10
CN(CC(=O)Nc1cccnc1)S(=O)(=O)c1ccccc1 | 2 | -3 | 0.5 | 3 | -5 | 0 | 0 | 3 | -2
Cc1c(C(=O)Oc2cc(N)n(S(C)(=O)=O)n2)cccc1[N+](=O)[O-] | 0 | -2 | -0.1 | -11 | 11 | 1 | -2 | 5 | 0
COc1cc(OC)c(C(=O)Nc2ccc(N(C)C)cc2)cc1OC | 13 | -7 | -2.1 | -2 | 4 | 1 | 0 | 16 | 5
FC(F)(F)c1cccc(Oc2ccc3c(C(F)(F)F)cc(C(F)(F)F)nc3n2)c1 | -3 | 4 | -1.2 | 3 | -4 | 12 | 1 | 3 | -8
CCOC(=O)C1C(=O)CC(C)(O)C(C(=O)OCC)C1c1ccc(C)s1 (stereo unspecified) | -1 | 0 | -2.4 | 3 | 6 | 4 | 1 | 2 | 1
COC(=O)C(Cc1ccccc1)NC(=O)CCNC(=O)c1ccco1 (stereo unspecified) | 2 | 4 | -2.0 | 3 | -3 | 2 | -2 | 0 | -11
CS(=O)(=O)N(CCc1ccccc1)CC(=O)N1CCN(c2ccccc2)CC1 | 4 | 1 | 1.2 | 6 | 0 | 8 | 1 | -1 | 1
CCOc1ccc(S(=O)(=O)NCc2cccnc2)cc1NC(=O)c1ccccc1F | 6 | 1 | -0.6 | 4 | 0 | 5 | -1 | -3 | 5
Cc1ccc(O)c(-c2cc(C(=O)NCc3ccncc3)[nH]n2)c1 | 10 | 12 | -1.1 | 7 | -1 | 3 | -5 | 11 | 2
CN1/C(=C\C=C2/SC(=S)NC2=O)C(C)(C)c2ccccc21 | 37* | -2 | 22 | -101 | -351 | -300 | -389 | -13 | -223
COC(=O)c1sccc1NC(=O)Cc1ccc(Br)cc1 | -1 | -2 | -1.2 | 2 | -2 | 3 | -2 | -2 | 11
Cc1ccc(NC(=O)CSc2nc3nc(C)c(Br)cc3[nH]2)cc1F | 4 | 8 | -1.6 | 2 | -10 | 0 | -4 | 3 | 4
CCOC(=O)c1c(NC(=O)c2ccc(Br)o2)sc(C)c1CC | 6 | 21 | -1.5 | 5 | -11 | -2 | -10 | 5 | 4
O=C(NCCCN1CCOCC1)c1c(F)cccc1F | 0 | -1 | 2.1 | 2 | 2 | 3 | 4 | 2 | 2
CC1CCC(NC(=O)CSc2nncs2)CC1 (stereo unspecified) | -1 | -3 | -1.5 | 10 | -10 | 0 | -2 | 8 | 4
Cc1cccc(C)c1OCC(=O)N/N=C/C=C/c1ccco1 | 8 | 4 | 1.1 | 1 | 3 | 2 | -1 | 3 | 3
CC1CN(CC(=O)NC(C)c2ccccc2)CC(C)O1 (stereo unspecified) | 0 | -1 | 0.9 | 2 | 4 | -4 | 2 | -5 | -1
CC(C)Oc1c(N2CCOCC2)c(=O)c1=O | 5 | 10 | 0.5 | 6 | 2 | 6 | -3 | 6 | -5
O/N=C\c1ccccc1Oc1ccc(F)cc1 | 0 | -1 | -1.4 | 9 | -12 | 14 | -2 | -8 | 4
Cc1c(NC(=O)Cc2cccs2)cccc1[N+](=O)[O-] | 3 | 38 | -0.1 | -3 | -6 | 3 | 3 | 11 | 3
Cc1cc(OCC(=O)NCCN2CCOCC2)ccc1Br | 2 | 6 | 0.9 | 2 | -2 | 1 | 1 | -3 | 4
O=S(=O)(Nc1nc2ccccc2nc1NCc1ccco1)c1ccccc1 | 8 | 7 | -0.8 | 3 | 13 | 0 | 0 | 6 | 11
CC(C)C(=O)NC(=S)Nc1ccccc1N1CCN(C(=O)c2ccccc2)CC1 | -2 | 0 | 0.1 | 3 | 0 | 3 | 1 | 0 | 3
O=C(CCNC(=O)c1ccccc1)Nc1ccc(Cl)c(S(=O)(=O)N2CCCCC2)c1 | nt | 0 | nt | -1 | nt | 0 | nt | nt | 2
O=C(NC1=NCCS1)c1ccc(Cl)c(S(=O)(=O)N2CCc3ccccc32)c1 | -10 | 16 | -0.2 | 0 | -3 | 1 | -7 | 5 | -7
CN(C)c1ccc(NC(=O)C(=O)C2C(=O)Nc3ccccc32)cc1 (stereo unspecified) | 5 | 11 | -2.5 | 1 | 0 | -1 | -4 | 3 | 6
C/C(N)=C(/C#N)C(=O)CSc1nnc(Nc2c(C)cccc2C)s1 | 14 | -3 | -1.4 | -2 | 1 | 5&2 | 9 | 36 | 17
Cc1cc(N/N=C/c2ccccc2O)nc(-c2ccccc2O)n1 | 9 | 119* | 2.2 | 13 | 19 | 2 | 19* | 11 | 11
Cc1cc(Br)c(NC(=O)c2c(-c3c(Cl)cccc3Cl)noc2C)c(Br)c1 | 2 | 5 | 4.2 | 3 | 0 | 6 | -1 | -5 | 3
CCn1c(C)nc2cc(-c3nc4n(n3)Cc3ccccc3-4)ccc21 | 5 | -7 | 1.6 | -5 | 2 | 5 | 5 | 5 | 0
COc1ccc(C(=O)Nc2ccccn2)cc1 | 3 | 2 | -0.7 | 6 | 2 | 2 | -2 | 1 | 1
CCOc1ccc(C(=O)N/N=C/c2c(C)[nH]c(=O)[nH]c2=O)cc1 | 5 | 3 | -0.3 | -6 | 4 | nt | 0 | 7 | 5
O=C(O)Cc1c(C(=O)O)[nH]c2ccc(C(=O)O)cc12 | 2 | -3 | -5.0 | 8 | -4 | 12 | 4 | -4 | 3
COCc1ccc(C(=O)NCC2(N3CCCCC3)CCCCC2)cc1 | 2 | -3 | -1.2 | 3 | -12 | -1 | 0 | -5 | 2
NC(=O)CCc1nc2cc(C(F)(F)F)ccc2n(Cc2ccccc2)c1=O | 3 | -1 | -0.8 | 2 | 5 | 6 | 2 | -2 | 4
CSc1ccc(Cl)c(C(=O)OCC(=O)N2CC(C)OC(C)C2)c1 (stereo unspecified) | 2 | -1 | -3.8 | 0 | -2 | 4 | 3 | -3 | -1
CC(C)C(=O)NC(=S)Nc1ccccc1C(=O)Nc1ccccc1 | 2 | 1 | 0.4 | -2 | -4 | 0 | -6 | 8 | 3
COC(=O)c1ccccc1NC(=O)CSc1nncn1C | -6 | 6 | -0.3 | 12 | -8 | 0 | -4 | -8 | -2
CSc1ccccc1C(=O)C1CCCN(C(=O)CCc2cccnc2)C1 (stereo unspecified) | -1 | 5 | 0.6 | 6 | -5 | 9 | 1 | 0 | 0
O=C(c1ccc(Cl)c(Cl)c1)N1CCC(=O)N(C(COCc2cccc(C(F)(F)F)c2)Cc2ccccc2)CC1 (stereo unspecified) | 8 | 1 | 2.0 | 7 | -1 | -2 | -3 | 13 | 3
COc1ccc(NC(=O)C2C(=O)NC3(C)CC2c2ccccc2O3)cc1 (stereo unspecified) | 9 | 0 | 3.5 | 1 | -2 | -7 | 3 | 4 | 7
O=C(CCNS(=O)(=O)c1cccc2nonc12)Nc1ccc(Cl)cc1 | 0 | 2 | 2.8 | 3 | 4 | 3 | 4 | 1 | 9
COc1ccc(C2=NCCn3cccc32)c(OC)c1 | 5 | 0 | 3.1 | 2 | -1 | 0 | -2 | 5 | 2
CCOC(=O)c1c(-c2ccc(OC)cc2)csc1/N=C/C1=C(O)CCCC1=O | -73 | 6 | nt | -119 | -4 | 2 | -1 | -155 | -5
CCN(CC)S(=O)(=O)c1ccc(-c2nnc(SCC(=O)Nc3cc(OC)cc(OC)c3)o2)cc1 | 1 | 2 | -1.4 | 1 | -1 | 0 | -3 | 0 | -3
CCOC(=O)c1ccc(NC(=O)CSc2n[nH]c(-c3ccncc3)n2)cc1 | -5 | 1 | -5.7 | -4 | -6 | 3 | -2 | -22 | 1
CCOc1cc2[nH]c(=S)n(CCC(=O)NCc3ccco3)c(=O)c2cc1OCC | 1 | 1 | 0.6 | 1 | 2 | 1 | -1 | 2 | 0
CCc1nnc(NC(=O)c2ccc(Cl)nc2)s1 | -3 | 2 | -0.6 | -3 | 3 | 1 | 4 | 9 | -5
O=C(COC(=O)c1ccc(O)cc1O)Nc1cc(-c2ccccc2)nn1-c1ccccc1 | 1 | 0 | -0.3 | 0 | -6 | -4 | -12 | 1 | -1

Bioassay records: PubChem BioAssay, several laboratories
